Assay outcomes as filed in PubChem BioAssay.
Hsp70 displacement – Hsp70 inhibitors, probe displacement, primary screen, biochemical, fluorescence polarization (AID 583); Heat shock 70 kDa protein 1A (Homo sapiens); Hsp70 fluorescence polarization probe displacement, mP; higher % means a stronger effect; one-dose displacement, % at 20 µM; IC50 in µM for titrated hits; 140,000 compounds, 0.06% hits; in the data active = displacement above about 50%;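 note: plate controls were vehicle for no effect and reference ligand for full effect; a part of the inactive calls stands beside numbers as strong as those of hits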
Rat MKP-3 inhibitors – MKP-3 phosphatase inhibitors, primary screen, biochemical, rat enzyme, in vitro (AID 425); recombinant MKP-3 phosphatase activity, fluorescence; higher % means a stronger effect; 110,000 compounds, 0.17% hits; Dual specificity protein phosphatase 6 (Rattus norvegicus); inhibition, % at 20 µM, or IC50 in µM where a hit was titrated; in the data active = inhibition above about 50%;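 note: plate controls were vehicle for no effect and reference inhibitor for full effect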
* marks the source's active call; other numbers are inactive results; . = not tested or not shown; & = joins results of further samples. These rows are one share of the data, so the mix of outcomes need not match the whole.

| Hsp70 displacement | Rat MKP-3 inhibitors | SMILES |
| --- | --- | --- |
| -2.7% | . | O=c1nc2n(c3sc4c(c13)CCCC4)C(CBr)CS2 (centres undefined) |
| 2.3% | 3% | COc1cc2c(cc1OC)CN(C(=O)CSc1n[nH]c(N)n1)CC2 |
| -3.1% | . | C=CCOC(=O)C1=C(C)NC(SC)=C(C#N)C1c1cccs1 (centres undefined) |
| -2.4% | -4% | COc1ccc(NC(=O)c2nn3c(c2Br)NC(c2cccs2)CC3C(F)(F)F)cc1OC (centres undefined) |
| -1.5% | 6% | COc1ccc(NC(=O)CSc2nnc(Cc3cccn3C)n2-c2ccc(F)cc2)cc1 |
| -1.3% | -5% | c1nc2nc3c(c(N4CCOCC4)n2n1)CCCC3 |
| 7.9% | 3% | COc1ccc(NC(=O)CN(c2cc(C)cc(C)c2)S(=O)(=O)c2c(C)noc2C)cc1OC |
| 2.4% | . | Cc1ccc(C)c(N2CCN(CC3CC=CCC3)CC2)c1 (centres undefined) |
| 2.8% | 4% | COc1ccc(OCC(=O)n2nc(C)cc2C)cc1 |
| -0.9% | -6% | COc1cc(N)ccc1NC(=O)c1cccs1 |
| 2.2% | -4% | CCC(=O)Nc1cc(Cl)ccc1N1CCN(C(=O)CC)CC1 |
| 1.1% | -13% | CCOC(=O)N1CCN(C(=O)c2ccccc2Oc2ccccc2)CC1 |
| 2.3% | -1% | CCN1C(=O)/C(=C\c2ccc(OC(C)=O)cc2)SC1=S |
| 1.4% | 3% | COc1ccc(C2CC(=O)C3=C(C2)Nc2ccccc2NC3c2cc(OC)c(OC)cc2OC)cc1 (centres undefined) |
| 3.3% | 0% | Cc1n[nH]c(C)c1CCCOc1ccc(Cl)cc1 |
| 1.3% | -3% | Cc1ccnc(N2C(=O)c3ccccc3C2Nc2ccccc2Cl)c1 (centres undefined) |
| -3.2% | 1% | C=C1c2ccc(C)cc2NC(=O)N1c1ccc(Cl)cc1 |
| 6.4% | 6% | Cc1ccc2c(c1)N(CCCC(=O)NCc1ccc3c(c1)OCO3)C(=O)CO2 |
| -9.0% | 5% | Cc1cc(C)n(S(=O)(=O)c2ccccc2[N+](=O)[O-])n1 |
| 3.1% | 11% | CC(C)Nc1nnc(SCC(=O)Nc2ccc(F)cc2)s1 |
| -1.9% | 5% | O=C(c1ccncc1)N(Cc1cc2ccccc2[nH]c1=O)C1CCCCC1 |
| 6.1% | -6% | O=C(NCCN1CCOCC1)C(=O)NCc1ccc(Cl)cc1 |
| -0.4% | . | CC(OC(=O)c1snc(C(=O)NC2CCCCC2)c1N)C(=O)NC1CCCCC1 (centres undefined) |
| -3.3% | 12% | CC(C)c1nnc(SCc2ccc(CSc3nnc(C(C)C)n3N)cc2)n1N |
| 0.3% | 2% | NC(=O)OCC(COC(N)=O)c1ccccc1 |
| 0.6% | 1% | Cc1ccnc(NS(=O)(=O)c2ccc(NC(=O)COc3ccc(Cl)cc3)cc2)n1 |
| 1.2% | -1% | COC(=O)c1ccc(C2Nc3cc(C)c(C)cc3NC3=C2C(=O)CC(C)(C)C3)cc1 (centres undefined) |
| -0.4% | -1% | CC(C)COc1ccc(C(=O)Nc2ccccc2)cc1 |
| 1.8% | 4% | CCOc1cc(C(=O)NCCc2cccc(Cl)c2)cc(OCC)c1OCC |
| -3.1% | 3% | O=C1Nc2ccccc2C1=Cc1nc2ccccc2c(=O)n1-c1ccccc1[N+](=O)[O-] |
| 3.6% | -2% | O=C(O)C1C2C=CC(C3CC23)C1C(=O)Nc1ccc(F)cc1 (centres undefined) |
| 0.4% | . | COc1cc(NC(=O)c2ccc(-c3ccc(Br)cc3)o2)ccc1NC(=O)C(C)C |
| 0.5% | 4% | O=C1C(Nc2ccccc2)=CC(c2ccccc2[N+](=O)[O-])N1c1ccccc1 (centres undefined) |
| -6.4% | 2% | Cn1c(=O)c2c(nc(C(N)=O)n2C)n(C)c1=O |
| 5.7% | -3% | CCCCNC(=O)C(Sc1ccccc1)c1ccccc1 (centres undefined) |
| 5.6% | . | c1ccc(CN2CCOCC2)cc1 |
| -2.0% | -2% | Cc1ccc(-c2nc3cc(Cl)ccc3o2)cc1NC(=O)/C=C/c1cccc([N+](=O)[O-])c1 |
| 1.5% | -1% | CCC(=O)c1ccc(OCCSc2ncccn2)cc1 |
| -1.3% | . | c1ccc(-c2nnc(-c3ccccc3)o2)cc1 |
| -1.5% | 2% | CC(=O)Nc1ccc(NC(=O)COc2ccc(Cl)cc2Br)cc1 |
| 0.6% | 1% | O=C(N/C(=C/c1cccnc1)C(=O)N1CCCCCC1)c1cccc(Br)c1 |
| -2.7% | -2% | Cc1ccc(NC(=O)c2cccc(C(=O)Nc3ccc(C)cc3)n2)cc1 |
| 1.3% | -5% | Cc1ccc(CCC(=O)Nc2ncc(Cc3ccc(F)cc3)s2)o1 |
| 0.0% | . | CCc1nnc(NC(=O)C2CCCN(S(=O)(=O)c3ccccc3)C2)s1 (centres undefined) |
| 2.3% | -6% | Cc1ccc(-c2nnc(SCC(=O)N3CCCC3)o2)cc1C |
| 1.3% | . | COC(=O)CSc1nc(-c2ccc(F)cc2)cc(C(F)(F)F)n1 |
| -0.2% | 3% | O=c1[nH]c(-c2ccccc2O)nc2c1CCCC2 |
| -2.7% | . | CCOc1ccc(/C=N/Nc2nc(N3CCCC3)nc(N3CCCC3)n2)cc1OC |
| 0.2% | 4% | CC1=C(C(=O)OC(C)C)C(c2ccc(F)c(Br)c2)CC(=O)N1 (centres undefined) |
| -2.0% | 0% | O=C(O)c1ccc(-c2ccc(/C=C3/SC(=O)N(c4ccccc4)C3=O)o2)cc1 |

Another view of six compounds above:
compound | Hsp70 displacement | Rat MKP-3 inhibitors
Cc1ccc(CCC(=O)Nc2ncc(Cc3ccc(F)cc3)s2)o1 | 1.3% | -5%
CCc1nnc(NC(=O)C2CCCN(S(=O)(=O)c3ccccc3)C2)s1 (centres undefined) | 0.0% | .
Cc1ccc(-c2nnc(SCC(=O)N3CCCC3)o2)cc1C | 2.3% | -6%
COC(=O)CSc1nc(-c2ccc(F)cc2)cc(C(F)(F)F)n1 | 1.3% | .
O=c1[nH]c(-c2ccccc2O)nc2c1CCCC2 | -0.2% | 3%
CCOc1ccc(/C=N/Nc2nc(N3CCCC3)nc(N3CCCC3)n2)cc1OC | -2.7% | .

(more compounds)
| Hsp70 displacement | Rat MKP-3 inhibitors | SMILES |
| --- | --- | --- |
| 5.9% | 1% | Cc1cccc(C2(c3cccc(C)c3)CC2C(=O)NCc2ccccc2)c1 (centres undefined) |
| -3.7% | 3% | COc1ccc(-c2cc(C(F)(F)F)n3nc(C(=O)N4CCc5ccccc5C4)cc3n2)cc1 |
| -2.6% | 0% | COc1ccccc1CNC1CCCCC1OC (centres undefined) |
| 0.2% | 1% | O=C(CN(Cc1ccccc1)S(=O)(=O)c1ccc2c(c1)OCCO2)Nc1ccc2c(c1)OCCO2 |
| -1.3% | . | Cn1c(NN)nc2sc3c(c2c1=O)CC(C)(C)OC3 |
| 4.2% | -3% | C=CCNc1nc(NCCN2CCOCC2)nc(N2CCOCC2)n1 |
| -0.8% | . | COC(=O)c1ccc(NC(=O)CSc2nnnn2C2CCCCC2)cc1 |
| -0.6% | 3% | O=C(CN1CCN(C(c2ccccc2)c2ccccc2)CC1)Nc1ccc(F)cc1 |
| 2.3% | . | CCCC(=O)Nc1ccc(Oc2ccc(NC(=O)CCC)cc2)cc1 |
| -4.3% | -11% | O=C(O)CC(CP(=O)(c1ccccc1)c1ccccc1)C(=O)O (centres undefined) |
| -0.6% | . | Cc1c(NC(=O)c2cc(=O)[nH]c3ccccc23)c(=O)n(-c2ccccc2)n1C |
| 1.2% | -2% | CCOC(=O)C1=C(C)N=c2s/c(=C\c3cn(C)c4ccccc34)c(=O)n2C1c1cccs1 (centres undefined) |
| -0.1% | -2% | CCn1ncc2c1C(=O)NC1c3ccccc3C(=O)N21 (centres undefined) |
| 9.6% | 0% | COc1cc(C2Nc3ccccc3NC3=C2C(=O)CCC3)ccc1O (centres undefined) |
| -8.1% | -12% | CCc1nc(N2CCCCC2C)c2oc3ccccc3c2n1 (centres undefined) |
| -2.1% | 3% | CCCC(=O)NC(Nc1ccc(S(=O)(=O)Nc2ncccn2)cc1)(C(=O)OCC)C(F)(F)F (centres undefined) |
| 1.5% | . | CCOCCOCCC(C(=O)OCC)P(=O)(c1ccccc1)c1ccccc1 (centres undefined) |
| -3.2% | 3% | CCOC(=O)C(=CNc1cc(Cl)c(Cl)cc1Cl)C(=O)OCC |
| -5.8% | . | Cc1c(C(=O)Nc2ccc(F)cc2)oc2ccc(S(=O)(=O)N3CC(C)CC(C)C3)cc12 (centres undefined) |
| 2.0% | -2% | CCc1nc(SCC(=O)NCCc2ccccc2)n[nH]1 |
| -9.3% | 3% | O=c1[nH]c2ccc(Br)cc2c(-c2ccccc2)c1C1=NNC(c2ccc([N+](=O)[O-])cc2)C1 (centres undefined) |
| 4.4% | . | CCc1c(C)[nH]c2nc3ccccc3n2c1=O |
| 6.3% | 6% | O=C(CSc1nnnn1C1CCCC1)c1ccc2c(c1)OCCO2 |
| -2.1% | 7% | COc1ccc(/C=C2/C(C)=C(C#N)c3nc(N)c(C#N)c(C)c32)c(OC)c1 |
| 0.3% | -8% | CCCCc1ccc(-c2nc(N)n[nH]2)cc1 |
| 1.3% | -5% | CCCc1c(C(=O)OCC)[nH]c2c1C(=O)CCC2 |
| -4.6% | . | COC(=O)c1ccccc1NC(=O)N[C@@H](C)C(=O)OC |
| 5.5% | -1% | O=C(CSc1nccn1Cc1ccccc1)Nc1nccs1 |
| -2.0%&-0.3% | 3% | CC(=O)Nc1cc(-c2ccc(Cl)cc2)nn1-c1ccccc1 |
| -0.4% | . | CC1=NN(/C(=N\c2nnc(C)s2)Nc2ccc(C)cc2)[C@H](c2ccc(C)cc2)S1 |
| -4.9% | 3% | CCC1CCc2c(sc(NC(=O)c3ccc(Br)o3)c2C(=O)OC)C1 (centres undefined) |
| 1.6% | . | O=C(O)CSc1nc2ccccc2[nH]1 |
| -5.2% | 5% | O=C(NN=C1CCCC1)c1ccc(O)cc1 |
| 4.7% | 2% | COc1ccc(N2CCN(C(=O)c3cn(C)c(=O)c4c3c3ccccc3n4C)CC2)cc1 |
| -0.9% | 2% | O=c1cnnc(N/N=C\c2c(Cl)cccc2Cl)[nH]1 |
| 10% | 1% | O=S(=O)(/C=C/c1ccccc1)n1cnc2ccccc21 |
| -1.5% | . | COc1ccc(C(=O)COc2nc(C)cc(C)c2C#N)cc1 |
| 5.0% | -10% | Cn1nnc2cc(NC(=O)N3CC4(C)CC3CC(C)(C)C4)ccc21 (centres undefined) |
| -5.8% | -14% | Cc1ccc(NC(=O)CSc2nnc([C@@H]3CCCN3C(=O)OC(C)(C)C)o2)c(C)c1 |
| -4.1% | 3% | O=C(NCc1cccs1)C1CCCN(S(=O)(=O)c2cccc3cccnc23)C1 (centres undefined) |
| -0.8% | 4% | CC(C)CC(=O)NC(C(Cl)(Cl)Cl)S(=O)(=O)c1ccccc1 (centres undefined) |
| 6.0% | -6% | CC(=O)OCC(=O)[C@@]1(O)CC[C@H]2[C@@H]3CCC4=CC(=O)C=C[C@]4(C)[C@H]3[C@@H](O)C[C@@]21C |
| -0.8% | . | Cc1ccccc1-n1cnnc1SCC(=O)N1CCN(c2ccccc2)CC1 |
| -3.8% | -4% | CCOC(=O)c1cn(CC(=O)Nc2ccccc2C(=O)OCC)nn1 |
| -0.2% | -5% | CCCOc1ccccc1NC(=O)c1c(-c2ccccc2)noc1C |
| -6.6% | 1% | CCOc1ccc2nc(Nc3nc(O)c(C)c(=O)[nH]3)nc(C)c2c1 |
| 0.6% | 1% | CCOC(=O)CC(=O)CSc1ncc(C(=O)OCC)c(N)n1 |
| 3.5% | 2% | Cn1ccnc1C(O)c1ccco1 (centres undefined) |
| -1.7% | 7% | COC(=O)CN1CCN(C(=O)c2ccc(F)cc2)c2ccccc2C1 |
| -4.6% | -3% | CS(=O)(=O)NCc1ccc(C(=O)NCc2ccccc2)cc1 |

Entries of single compounds, looked up by structure.
Record of CCOc1ccc2nc(Nc3nc(O)c(C)c(=O)[nH]3)nc(C)c2c1 = Hsp70 displacement = -6.6%; Rat MKP-3 inhibitors = 1%
Record of CC(=O)OCC(=O)[C@@]1(O)CC[C@H]2[C@@H]3CCC4=CC(=O)C=C[C@]4(C)[C@H]3[C@@H](O)C[C@@]21C = Hsp70 displacement = 6.0%; Rat MKP-3 inhibitors = -6%

(cont.)
| Hsp70 displacement | Rat MKP-3 inhibitors | SMILES |
| --- | --- | --- |
| -1.6% | -1% | COCCNC(=O)CN(c1cc(Cl)ccc1OC)S(=O)(=O)c1ccc(C)c([N+](=O)[O-])c1 |
| -0.5% | -10% | Cc1cc(NC(=O)C(C)C)ncc1NC(=O)Cc1ccccc1 |
| 1.0% | 4% | COC(=O)c1c(NC(=O)CN2CCN(Cc3ccc4c(c3)OCO4)CC2)sc(C)c1C |
| 3.0% | 0% | CC1CCN(C(=O)c2ccc(S(=O)(=O)N3CCOCC3)cc2)CC1 |
| -0.8% | 3% | CCOC(=O)c1c(SC)nc(SC)c2c1CCC2 |
| -1.1% | 6% | COc1ccc(N=CC2=C(O)CCCC2=O)cc1 |
| -0.1% | 5% | CC(=O)/C=C/c1ccc(-c2cccc([N+](=O)[O-])c2)o1 |
| 0.3% | 1% | O=C(NCCCO)/C(=C\c1ccco1)NC(=O)c1ccco1 |
| -2.6% | -7% | Cc1nnc(NC(=O)C2CCCO2)s1 (centres undefined) |
| 0.5% | . | COc1ccc(CN(CC(=O)NC2CCCC2)C(=O)CCC(=O)Nc2cc(C)on2)cc1 |
| -2.8% | 8% | Nc1c(C(=O)NCc2ccco2)nnn1-c1ccccc1 |
| 0.9% | 4% | Cc1ccc(NCCC(=O)c2cccc([N+](=O)[O-])c2)c(C)c1 |
| -1.6% | . | FC(F)(F)c1cc(-c2ccco2)nc(NCc2ccc(Cl)cc2)n1 |
| 0.8% | -5% | COc1ccccc1NC(=O)CN1CCN(C2c3ccccc3-c3ccccc32)CC1 |
